GAA glycogen = GAA glycogen-cleavage inhibition or activation. P10253. recombinant GAA, glycogen substrate, Amplex Red glucose oxidase fluorescence. Potency, µM (top dose mostly 76.4 µM), for inactives: top-dose activity change, negative = inhibition, most hits filed as inhibitors. hit rate 0.38% among 300,000. AID 2100;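 also: 0% = full enzyme reaction and -100% = no-enzyme basal signal; the screen sought inhibitors and activators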
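qHTS, 1536-well; enzyme 4 nM final; cpd up to 77 uM; substrate bovine liver glycogen 30 ug; 50 mM citrate/phosphate pH 5.0, 0.01% Tween-20; 37 C, 40 min; Amplex Red detection 45 min RT; Hill fit → AC50.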
GAA inhib = blocks human lysosomal alpha-glucosidase | P10253 | purified human GAA, 4-MU-alpha-glucoside fluorescence | Potency, µM (series often up to 76.9 µM), for inactives: at the top dose activity change, negative = inhibition, hits mostly inhibitors | hit rate 0.005% among 200,000;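 also: plate controls were uninhibited enzyme wells for no effect and no-enzyme background for full effect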
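Compounds are titrated up to 77 uM against 4 nM human enzyme. Substrate 4-methylumbelliferyl-alpha-D-pyranoside (400 uM) reacts 20 min at room temperature in pH 5.0 buffer; liberated 4-methylumbelliferone is read at 440 nm.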
GLA spleen mod = inhibits or activates alpha-galactosidase in human spleen homogenate | Potency, µM (top dose mostly 80 µM), for inactives: at the top dose activity change, negative = inhibition, hits mostly inhibitors | hit rate 0.008% among 240,000 | human spleen homogenate, 4MU-alpha-Gal fluorescence, 40 min | P06280;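 also: 0% = enzyme with vehicle and -100% = no enzyme basal signal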
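Spleen homogenate 1 ug + cpd (titration) + 4-MU-alpha-D-galactopyranoside 1 mM; 37C 40 min; 50 mM citrate/phosphate pH 5.0, 0.01% Tween-20; stop pH 10; fluorescence 365/440; AC50 via Hill.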
ALDH1A1 block = ALDH1A1 (human) enzyme inhibition; Potency, µM (highest dose often 75.3 µM), without a hit: top-dose activity, negative = inhibition, actives largely listed as inhibitors; Purified ALDH1A1, NADH fluorescence, propionaldehyde substrate; AID 1030; P00352; hit rate 7.3% among 220,000; active = well fitted inhibition curve with a large enough effect, not every such curve was filed as active; inconclusive = small, poorly fitted or top-dose-only effect, or another doubt; inactive = no such curve, though single readings can be large or run the other way;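 also: plate controls were no enzyme wells and a reference inhibitor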
Target sequence (P00352 whole entry, looked up): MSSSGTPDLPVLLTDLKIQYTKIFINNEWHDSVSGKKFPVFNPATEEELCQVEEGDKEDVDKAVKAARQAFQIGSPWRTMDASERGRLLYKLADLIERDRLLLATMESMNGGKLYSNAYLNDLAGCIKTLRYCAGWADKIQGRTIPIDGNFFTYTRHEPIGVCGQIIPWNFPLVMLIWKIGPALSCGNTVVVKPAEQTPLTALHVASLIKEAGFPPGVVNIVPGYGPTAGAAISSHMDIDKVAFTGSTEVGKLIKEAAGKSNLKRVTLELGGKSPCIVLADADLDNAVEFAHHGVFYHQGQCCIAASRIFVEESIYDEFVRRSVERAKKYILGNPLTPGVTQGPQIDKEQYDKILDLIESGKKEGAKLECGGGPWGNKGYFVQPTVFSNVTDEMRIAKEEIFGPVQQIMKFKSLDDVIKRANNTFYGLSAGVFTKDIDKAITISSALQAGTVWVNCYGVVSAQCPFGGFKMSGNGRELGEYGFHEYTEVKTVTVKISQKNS
JMJD2E inh = JMJD2E (human) inhibition; B2RXH2; JMJD2E catalytic domain, FDH-coupled NADH fluorescence (FDH is formaldehyde dehydrogenase); Potency, µM (titrated, usually from 57.1 µM), without a hit: at the highest dose activity change, negative = inhibition, most hits filed as inhibitors; hit rate 1.6% among 230,000; AID 2147; active = well fitted inhibition curve with a large enough effect, not every such curve was filed as active; inconclusive = small, poorly fitted or top-dose-only effect, or another doubt; inactive = no such curve, though single readings can be large or run the other way;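 also: 0% = wells with enzyme and -100% = buffer wells without enzyme; nearly all actives have a fitted effect of over 50% in size; many of its hits are not listed in these tables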
Target sequence (B2RXH2 1-337 limits assumed): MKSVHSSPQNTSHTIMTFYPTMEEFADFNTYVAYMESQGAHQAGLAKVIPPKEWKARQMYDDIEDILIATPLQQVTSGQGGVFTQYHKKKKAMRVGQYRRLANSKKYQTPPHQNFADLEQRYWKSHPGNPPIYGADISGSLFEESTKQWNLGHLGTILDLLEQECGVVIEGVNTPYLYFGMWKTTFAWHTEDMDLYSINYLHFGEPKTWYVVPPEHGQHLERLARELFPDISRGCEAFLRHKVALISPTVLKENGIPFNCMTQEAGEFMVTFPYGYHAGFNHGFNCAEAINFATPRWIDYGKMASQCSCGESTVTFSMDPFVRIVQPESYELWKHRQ
GoLoco inh red = inhibitors of human Gai1-RGS12 GoLoco interaction (red fluorophore) | hit rate 0.44% among 230,000 | Potency, µM (series often up to 61.6 µM), without a hit: at the highest dose activity, negative = inhibition, usual class: inhibitors | Gai1:RGS12 GoLoco peptide FP, rhodamine, 10 min | P63096 | AID 880; active = well fitted inhibition curve with a large enough effect, not every such curve was filed as active; inactive = no such curve, though single readings can be large or run the other way; also: % is scaled to controls: 0 for no effect and ±100 for the full control effect; nearly all actives have a fitted effect of over 30% in size; many of its hits are not listed in these tables
SMN2 splice enh = enhancers of SMN2 splice variant expression | HEK293 SMN2-luciferase splicing reporter, luminescence, 30-36 h | Potency, µM (highest dose often 46.1 µM), for the others: at the highest dose activity change, positive = activation, most hits filed as activators | hit rate 2.8% among 210,000 | AID 1458; also: % of control where 0% means no effect; nearly all actives have a fitted effect of over 55% in size
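HEK293 cells carry an SMN2 minigene-luciferase reporter in which exon 7 inclusion puts luciferase in frame. Cells were seeded at 2000 cells/well, attached for 10-12 hours, then exposed to compounds for 30-36 hours at 37C before ONE-Glo luminescence.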
GAA spleen mod = lysosomal alpha-glucosidase (human) modulation | Potency, µM (titrated, usually from 79.9 µM), for the others: at the highest dose activity change, negative = inhibition, actives largely listed as inhibitors | hit rate 0.006% among 240,000 | AID 2112 | human spleen homogenate, 4-MU-alpha-glucoside fluorescence | P10253;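 also: 0% = enzyme with vehicle and -100% = no enzyme basal signal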
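Human spleen homogenate (1 ug) incubated with compounds and 1 mM 4-methylumbelliferyl-alpha-D-glucopyranoside in pH 5.0 citrate/phosphate buffer, 37 C, 40 min. Stopped at pH 10; 4-MU fluorescence (Ex 365/Em 440 nm); AC50 by Hill fit.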
* hit, by the source's call; ? = inconclusive; / = not tested or not shown; & = joins results of further samples; [ ] = another dose, or the depositor's remark. Unless noted, calls follow the shape of the dose curve; as a rule, active = well fitted curve in the direction sought with a large enough effect; inconclusive = small, poorly fitted or top-dose-only effect, or another doubt; inactive = no such curve, though single readings can be large; an effect the other way counts as inactive or inconclusive. Potency is read from the fitted curve at half-maximal effect.

The first two compounds, ahead of the listing:
SMILES	GAA glycogen	GAA inhib	GLA spleen mod	ALDH1A1 block	JMJD2E inh	GoLoco inh red	SMN2 splice enh	GAA spleen mod
Cc1ncc([N+](=O)[O-])n1CC(O)CCl (configuration not stated)	3%	-12%[15.4 µM]	7%	8%	-6%	10%	-9%	6%
CCc1cccc(C)c1NC(=S)N(CCN(C)C)Cc1cccs1	-6%	-16%	4%	6%	-4%	7%	1%	1%

The listing, previewed entries included:
SMILES	GAA glycogen	GAA inhib	GLA spleen mod	ALDH1A1 block	JMJD2E inh	GoLoco inh red	SMN2 splice enh	GAA spleen mod
Cc1ncc([N+](=O)[O-])n1CC(O)CCl (configuration not stated)	3%	-12%[15.4 µM]	7%	8%	-6%	10%	-9%	6%
CCc1cccc(C)c1NC(=S)N(CCN(C)C)Cc1cccs1	-6%	-16%	4%	6%	-4%	7%	1%	1%
CCCOc1ccc(CC(=O)NCC2(c3ccccc3)CCOCC2)cc1OC	16%	3%	2%	4%	-5%	4%	-29%	-6%
COC(=O)c1ccccc1NC(=O)CN1C(=O)c2ccccc2S1(=O)=O	-1%	-2%	3%	25µM*	2%	4%	/	-4%
Cc1ccc(S(=O)(=O)N2CCOCC2)cc1C(=O)Nc1nc(-c2cccnc2)cs1	0%	-15%	-1%	-14%	-1%	17%	5%	3%
CC(C)N=C(NC#N)SCc1ccc(F)cc1	-2%	-5%	11%	-8%	1%	0%	-4%	-22%
CCOc1ccc(N2CC(C(=O)Nc3ccccc3OC)CC2=O)cc1 (configuration not stated)	3%	-11%	-3%	5%	-3%	-3%	7%	-6%
CCCOC1CCCN(C(=O)c2cc(Cl)c(Cl)cc2C(=O)O)C1 (configuration not stated)	-3%	-3%	7%	6%	9%	1%	-10%	2%
CCOc1ccc(N=c2scc(-c3ccccc3)n2CCO)cc1	10%	-9%	-18%	?	-4%	2%	?	-22%
CN(c1ccccc1)S(=O)(=O)c1cccc(NC(=O)Cn2cnc3c2c(=O)n(C)c(=O)n3C)c1	8%	-1%	-5%	12%	0%	/	/	-10%
CC1CCCC(NC(=O)CSc2ccc(F)cc2)C1C (configuration not stated)	10%	8%	2%	?	-5%	0%	-13%	3%
NNC(=O)CCCNc1ncc(C(F)(F)F)cc1Cl	-4%	-3%	5%	-7%	20%	-15%	-3%	3%
COc1cc(CN2CCNC(=O)C2CC(=O)NCCC2=CCCCC2)cc(OC)c1 (configuration not stated)	2%	-4%	-3%	20µM*	-19%	2%	/	-3%
CC1CCCC(NC(=O)CSC2CCCCC2)C1C (configuration not stated)	-1%	3%	6%	?	-12%	-3%	6%	-1%
O=C(Nc1ccccc1F)c1ccc(OCc2ccccc2)cc1	4%	1%	0%	3%	12%	-6%	22µM*	-2%
CCOC(=O)CC(C)(C)/C(C)=N/Nc1ccc([N+](=O)[O-])cc1[N+](=O)[O-]	2%	-2%	-2%	-6%	-3%	-6%	/	-4%
O=C(Nc1ccc(N2CCOCC2)cc1)c1ccncc1	2%	-5%	8%	9%	4%	-6%	3%	-2%
CC1=NNC(=O)C(CC(=O)Nc2ccc(Cl)c(Cl)c2)C1 (configuration not stated)	-1%	7%	-10%	1%	-3%	7%	-6%	-3%
Fc1ccc(CNC(=S)NC2CCCC2)cc1	11%	-4%	-7%	14%	16%	11%	-27%	-4%
O=C(COc1ccc2ccccc2c1)Nc1ccc(Cc2ccncc2)cc1	5%	4%	-5%	15%	7%	-3%	-9%	-4%
Cc1sc2ncnc(SCC(=O)NCC(C)C)c2c1C	5%	1%	0%	-2%	-2%	5%	-5%	-5%
CCN(CC)CCNC(=S)Nc1ccc(Cl)cc1	-2%	-8%	0%	-9%	0%	9%	24%	2%
N[C@@H]1CCN(O)C1=O	/	/	16%&8%	0%	-15%	-5%	/	7%&9%
CCOc1cccc2cc(C(=O)NCCC3=CCCCC3)c(=O)oc12	28%	5%	7%	25µM*	?	17%	17%	4%
COC(=O)c1ccc(NC(=O)COC(=O)CSc2nc(C)cc(C)n2)cc1	14%	1%	3%	3%	6%	-1%	20%	-4%
COc1ccccc1C1=Nc2cccc3cccc(c23)N1	18µM*	-4%	8%	-12%	?	12%	-21%	-16%
Cc1cc(OCn2ccc(C(=O)O)n2)ccc1Cl	8%	-4%	6%	3%	5%	8%	-15%	2%
O=C(Cc1cccc2ccccc12)NN1C(=O)C2C(C1=O)C1C=CC2C12CC2 (configuration not stated)	14%	-2%	-6%	-12%	2%	-3%	-7%	-6%
Cc1ccc(NC(=S)NC2CC3CCCC(C2)N3Cc2ccco2)cc1 (configuration not stated)	-13%	12%	-11%	-9%	-3%	12%	1%	-5%
O=C(NCc1ccccn1)Nc1ccc(F)cc1	-1%	3%	-4%	3%	-5%	-2%	9%	-6%
O=C(c1cccs1)N1CCOCC1	14%	1%	-4%	-3%	12%	3%	7%	-5%
CCOC(=O)Cn1nc(-c2ccccc2)nc1-c1ccccc1	12%	-2%	-5%	1%	-5%	-2%	-2%	-5%
COCCN(C(=S)Nc1cc(C)ccc1C)C(C)c1cccnc1 (configuration not stated)	5%	-6%	-1%	4%	3%	4%	?	-7%
Cc1c(Cl)cnc(NC(=O)COC(=O)CCS(=O)(=O)c2ccccc2)c1Cl	1%	2%	30%	?	?	-13%	-4%	5%
Cc1ccc2nc(NC(=O)/C=C/c3ccc4c(c3)OCO4)sc2c1	-2%	-2%	-2%	?	-15%	-9%	-59%[inhibitor]	7%
C/C(=N\NC(=O)CCc1ccc(S(=O)(=O)N2CCOCC2)cc1)c1ccc(OC(F)F)cc1	-8%	-6%	-2%	5%	10%	4%	-5%	-3%
COc1cc(/C=N/Nc2snc(SC)c2C#N)cc(OC)c1OC	-5%	-16%	4%	?	?	33%[activator]	-48%[inhibitor]	1%
CCCCCn1c(SCC(=O)OCC)nc2cc(C(=O)NCc3ccco3)ccc2c1=O	-3%	-2%	-2%	?	-2%	13%	-3%	-4%
CC1(C)CC(N2CCN(C(c3ccccc3)c3ccccc3)CC2)=CC(=[N+]2CCCCC2)C1	-4%	/	3%	/	?	18µM*	/	3%
CC(C)NC(=O)CSc1nc(N)c(NC(=O)c2ccco2)c(=O)[nH]1	-9%	-3%	3%	10%	-2%	2%	10%	9%
Cc1ccc2nc(Cl)c(/C=N/Nc3nc(C)cc(C)n3)c(=O)n2c1	4%	?	21%	-10%	?	9%	-4%	1%
Cc1ccc(CN(CCO)CCO)cc1	-7%	-3%	-13%	10%	-8%	-3%	/	-5%
Cc1cccc(N2CCN(C3=NC(=O)C(=C4CCCCC4)S3)CC2)c1	2%	0%	-7%	6.3µM*	-4%	1%	-34%[inhibitor]	-7%
CCOc1ccc(S(=O)(=O)Nc2nc3ccccc3nc2Nc2ccc(N3CCOCC3)cc2)cc1	?	-12%	3%	0%	?	2%	-2%	-4%
Oc1ccccc1Oc1c(F)c(F)nc(N2CCCC2)c1F	5%	5%	0%	-5%	-14%	2%	-3%	-1%
Clc1cccc(C2CCN(Cc3nc(CC4CC4)no3)C2)c1 (configuration not stated)	-2%	2%	8%	?	4%	13%	7%	8%
Cc1ccc(S(=O)(=O)/N=c2\sccn2C)cc1	-9%	0%	6%	11%	0%	-2%	-12%	8%
COc1ccc(Cc2nnc(N=Nc3c(O)[nH]c4ccc(Br)cc34)[nH]c2=O)cc1	6%	-5%	7%	?	15%	4%	-4%	6%
CC(NC(=O)C(=O)N/N=C\c1ccc([N+](=O)[O-])cc1)c1ccccc1 (configuration not stated)	20%	12%	5%	6%	1%	-7%	/	8%
Cc1nn(Cc2noc(C(=O)NCc3ccc(F)cc3)n2)c(C)c1Br	1%	-5%	-4%	12%	-5%	-2%	-14%	/

Look-ups from above:
Result of Cc1ccc(CN(CCO)CCO)cc1 under GAA spleen mod: -5%
Result of CC(C)N=C(NC#N)SCc1ccc(F)cc1 under GAA spleen mod: -22%
Result of Cc1cccc(N2CCN(C3=NC(=O)C(=C4CCCCC4)S3)CC2)c1 under GAA spleen mod: -7%
Result of CCOC(=O)Cn1nc(-c2ccccc2)nc1-c1ccccc1 under JMJD2E inh: -5%

Next part
SMILES	GAA glycogen	GAA inhib	GLA spleen mod	ALDH1A1 block	JMJD2E inh	GoLoco inh red	SMN2 splice enh	GAA spleen mod
Nc1nnc(CCS(=O)(=O)c2ccc(Cl)cc2)s1	-1%	-9%	5%	7%	0%	5%	8%	-15%
Cc1ccc(-n2cccc2/C=N/n2cnnc2)cc1Cl	-3%	3%	7%	-2%	-3%	-3%	2%	2%
Cc1ccc(NC(=O)CSc2nccn2Cc2ccccc2)cc1C	-5%	2%	1%	-2%	-4%	/	/	1%
O=C(CNC(=O)c1ccccc1F)NCCOc1cccc(Cl)c1Cl	-7%	-10%	0%	9%	4%	4%	9%	0%
CC(C)Oc1ccc(NC(=O)c2ccncc2)cc1	-2%	?	9%	?	-2%	1%	/	-20%
CCc1cccc2c(C(=O)COC(=O)c3ccc(O)cc3)c[nH]c12	0%	-8%	7%	?	1%	13%	-3%	7%
Cc1c(NC(=O)COC(=O)COc2ccc(Nc3ccccc3)cc2)c(=O)n(-c2ccccc2)n1C	10%	1%	-5%	22µM*	-1%	-8%	5%	1%
COc1cc2c(cc1OC)CN(C(=S)Nc1ccc(OC(F)F)cc1)CC2	-14%	-3%	6%	?	?	-6%	-83%[inhibitor]	-1%
Cc1nn(-c2ccccc2)c2nc(-c3ccco3)cc(C(=O)O)c12	17%	-3%	-1%	?	?	/	/	1%
COc1ccc(-c2nc3cnc(N4CCOCC4)nc3n(-c3ccccc3)c2=O)cc1	/	/	-3%	13%	/	30%[activator]	/	-13%
CCCCNC(=O)c1ccc(NS(=O)(=O)c2ccccc2)cc1	-5%	-15%	9%	4%	-3%	-12%	?	2%
CN(C)c1ccc(-c2nc3ccccc3n2C)cc1	13%	5%	6%	?	?	6%	0.63µM*	-5%
Cc1ccc(NC(=S)NNC(=O)C2CC2c2ccc(C)cc2)cc1 (configuration not stated)	-18%	-2%	3%	?	21%	2%	-2%	1%
Cc1cccc(NC(=S)N/N=C/c2ccc([N+](=O)[O-])s2)c1	-7%	?	-6%	-15%	-7%	27%	-95%[inhibitor]	-10%
Fc1ccccc1CN(CCN1CCOCC1)C(=S)Nc1ccccc1Cl	5%	-5%	-2%	-12%	2%	-1%	-6%	-2%

Screening results as filed in PubChem.

An excerpt; count on the stated rates, not on these rows.
